AmpC det inh – Promiscuous and Specific Inhibitors of AmpC Beta-Lactamase (assay with detergent). P00811. purified AmpC, nitrocefin hydrolysis with detergent. Potency, µM (titrated, usually from 28.7 µM), without a hit: at the highest dose activity change, negative = inhibition. hit rate 0.09% among 71,000; active means well fitted curve in the direction sought with a large enough effect
Target sequence (P00811 whole entry, looked up): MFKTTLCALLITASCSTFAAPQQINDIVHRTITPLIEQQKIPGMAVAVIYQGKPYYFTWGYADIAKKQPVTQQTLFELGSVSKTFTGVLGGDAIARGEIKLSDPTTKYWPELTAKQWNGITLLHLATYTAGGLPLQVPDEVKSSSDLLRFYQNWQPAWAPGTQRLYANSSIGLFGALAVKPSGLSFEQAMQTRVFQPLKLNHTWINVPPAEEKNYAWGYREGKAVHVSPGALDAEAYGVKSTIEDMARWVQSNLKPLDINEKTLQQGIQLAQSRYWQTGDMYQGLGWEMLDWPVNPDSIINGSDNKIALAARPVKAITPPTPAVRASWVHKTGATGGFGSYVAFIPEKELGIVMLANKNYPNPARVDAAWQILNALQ
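E. coli AmpC (5.3 nM) in 20 mM phosphate pH 7.0 with 0.01% Triton X-100, preincubated 15 min RT with compound; nitrocefin (2 uL of 800 uM stock) hydrolysis followed by 480 nm absorbance every 20 s over 4 min.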
* marks the source's active call; other numbers are inactive results; & = joins results of further samples; [ ] = another dose, or the depositor's remark. On the % scale 0 is the no-effect control and ±100 the full control effect; potency means the concentration at half of the fitted maximal effect. An excerpt; rates above refer to the full screens.

canonical_smiles,AmpC det inh
Cc1ccc(Cn2c(SCC(N)=O)nc3c2c(=O)n(C)c(=O)n3C)cc1,9.2%
Cc1cc(C)n(-c2ccc(C(=O)NCc3ccc4c(c3)OCO4)cc2)n1,-4.9%
CCN(CC)CCCC(C)NC1=NCCCCC1 (centres undefined),-1.7%
Cc1ccc(C(=O)OCc2cn3ccccc3n2)cc1,-0.9%
O=C(c1cnccn1)N1CCC2(CCCN(c3ccccn3)C2)CC1,0.9%
CCOc1ccc(NC(=O)C(C)Sc2nnc(C)n2C)cc1 (centres undefined),5.9%
CCSCCNC(=O)c1cc(-n2cnnc2)ccc1Cl,-3.7%
CCOCCCN1C(=O)CN(C2CCCCC2)C(=O)C1c1ccc(OC)c(OC)c1 (centres undefined),-0.7%
CC(=O)Nc1ccc(S(=O)(=O)Nc2nnc(C3CCCCC3)s2)cc1,5.6%
CCOC(=O)c1cc(-c2cccs2)nn1CCC#N,-3.0%
Cc1nc(SCc2ccccc2)c(C(F)(F)F)c(=O)[nH]1,-3.7%
Nc1ncc(-c2cc3ccccc3oc2=O)s1,-4.4%
COc1ccc(-c2nnc(CSc3ncnc4sc5c(c34)CCC5)o2)cc1OC,-1.9%
Cc1ccc2nc(-c3ccccn3)cc(C(=O)NC3CCN(C)CC3)c2c1,-0.6%
CCOC(=O)CC1=C(C(=O)OCC)C2(C(=O)Nc3ccccc32)C(C#N)=C(N)O1 (centres undefined),13.3%
COc1ccc(C(=O)c2ccc(N3CCN(C4CC(=O)NC4=O)CC3)cc2)cc1F (centres undefined),-3.6%
CCn1cc(SCC(=O)NCC2CCCO2)c2ccccc21 (centres undefined),5.2%
CCOC(=O)Cn1cnc2c(nnn2-c2ccc(C)cc2)c1=O,0.4%
C=CCn1c(N)c(C(=O)Nc2ccccc2OC)sc1=S,14.0%
CCOc1cc(CNc2ncnc3nc[nH]c23)ccc1OC,6.8%
O=C(Oc1ccccc1)N1CCC2(CC1)CCN(c1ccccn1)CC2,-4.1%
CCn1cc(C(C)(C)C)c(C#N)c1NC(C)=O,-2.8%
O=S(=O)(CCc1ccccc1)/N=C/c1cccs1,-0.9%
COc1cccc(NC(=O)CSc2nnc(-c3cc(C)n(-c4ccccc4)c3C)o2)c1,-0.8%
Cc1ccc(S(=O)(=O)N2CCCC2C(=O)N(C)Cc2cccs2)cc1 (centres undefined),-0.9%
O=C1c2cccc3cccc(c23)C(=O)N1c1cccnc1,2.9%
CCN(Cc1ccccc1)C(=O)CC1Oc2ccccc2NC1=O (centres undefined),14.3%
O=C(NCc1cccnc1)C1CCN(S(=O)(=O)N2CCC3(CC2)OCCO3)CC1,0.7%
O=C1c2ccccc2C(=O)N1Cc1nc(-c2ccncc2)no1,-1.8%
COc1ccc(-c2nnc(SC(=O)N3c4ccccc4Sc4ccccc43)o2)cc1,-4.5%
CC1(C)CC(=O)C2=C(C1)N(c1ccccc1)C(N)=C(C#N)C2c1cccnc1 (centres undefined),0.4%
CCCOc1c(OC)cccc1C1CC(=O)Nc2cc(OC)c(OC)c(OC)c21 (centres undefined),-4.2%
O=C1CCCCCC1C1(O)C(=O)Nc2ccccc21 (centres undefined),0.0%
COc1ccccc1-c1nc2n(n1)C(c1ccccc1Cl)C(C(N)=O)=C(C)N2 (centres undefined),10.6%
COc1cc2[nH]c3c(N4CCN(c5ccccn5)CC4)ncnc3c2cc1OC,-10.9%
CC(C)N(C(=O)COc1ccc(Br)cc1Cl)C(C)C,6.7%
CCSP1(=S)N=C(N2CCOCC2)C(C#N)=C2CCCN21 (centres undefined),12.4%
CCCCOC(=O)C1=C(C)Nc2ncnn2C1c1ccc(OC)c(OC)c1OC (centres undefined),11.4%
COC(=O)c1c(-c2ccc(OC)c(OC)c2)csc1N,-3.8%
OC(CNC1CCCCC1)c1ccccc1 (centres undefined),-0.5%
CCN1C(=O)N(C)C2(c3ccccc3)N(C)C(=O)N(C)C12c1ccccc1 (centres undefined),0.4%
Cn1ccnc1Sc1nnnn1-c1ccccc1,-6.8%
Cc1ccc(CCNC(=O)CN2CCN(Cc3ccccc3F)C2=O)cc1,-2.2%
O=C(Nc1sc2c(c1C(=O)NCC1CCCO1)CCCC2)c1cccs1 (centres undefined),-1.8%
CCN(CC)CCN1C(=O)C(=O)/C(=C(/O)c2ccncc2)C1c1ccccc1 (centres undefined),0.0%
Cc1ccc2oc3c(c(=O)c2c1)C(c1cccs1)N(CCCN(C)C)C3=O (centres undefined),11.7%
CCN=C1SC(CC(=O)Nc2sc3c(c2C#N)CCCC3)C(=O)N1CC (centres undefined),3.4%
NC(=O)CSc1nnc(-c2ccc(S(=O)(=O)N3CCOCC3)cc2)n1CC1CCCO1 (centres undefined),-3.6%
COCCOC(=O)C1=C(C)Nc2ncnn2C1c1ccc(F)cc1 (centres undefined),-0.7%
COc1ccc(NC(=O)Nc2ccc(N(C)C)cc2)cc1,-1.5%
O=C(O)C1CCC(=O)N1C1CCCC1 (centres undefined),-3.7%
CCOC(=O)Cc1c(C)nc2c(-c3ccc(Cl)cc3)c[nH]n2c1=O,-2.7%
Cn1c(CCc2ccccc2)nnc1SCC(=O)N1CCCC1,-2.5%
Cc1nnc(NC(=O)CCC(=O)N2CCC(C)CC2)s1,-6.8%
CC1CC(C)(C)NCCNC(C)CC(C)(C)NCCN1 (centres undefined),-2.2%
COC(=O)c1cc2sc(Cl)cc2n1CC(=O)Nc1ccc(OC)c(OC)c1OC,-1.6%

Following part:
canonical_smiles,AmpC det inh
Cn1c(=O)c2c(nc(CN3CCN(c4ccccc4F)CC3)n2CCCc2ccccc2)n(C)c1=O,18.2%
CCC(=O)Nc1ccccc1C(=O)N1CCN(Cc2ccccc2)CC1,2.3%
C[C@@H](CN1CCC(Cc2ccccc2)CC1)[C@@H](O)c1ccc(O)cc1,0.4%
COC(=O)C1=C(N)Oc2cc(C)n(CC3CCCO3)c(=O)c2C1c1ccccc1 (centres undefined),-1.4%
Nc1c(S(=O)(=O)c2cccc(Cl)c2)c2nc3ccccc3nc2n1CCN1CCOCC1,-4.0%
CCOC(=O)c1ccc(N2C(=O)CC(C3CCCO3)C2=O)cc1 (centres undefined),-1.1%
Cc1ccc(N(CC(=O)NCC2CCCO2)S(C)(=O)=O)cc1Cl (centres undefined),0.3%
COc1cccc(Nc2ncccc2C(=O)O)c1,-0.8%

A draw from above in order of count of non-hydrogen atoms, descending:
canonical_smiles,AmpC det inh
Cn1c(=O)c2c(nc(CN3CCN(c4ccccc4F)CC3)n2CCCc2ccccc2)n(C)c1=O,18.2%
Nc1c(S(=O)(=O)c2cccc(Cl)c2)c2nc3ccccc3nc2n1CCN1CCOCC1,-4.0%
COC(=O)c1cc2sc(Cl)cc2n1CC(=O)Nc1ccc(OC)c(OC)c1OC,-1.6%
CCC(=O)Nc1ccccc1C(=O)N1CCN(Cc2ccccc2)CC1,2.3%
Cc1ccc(N(CC(=O)NCC2CCCO2)S(C)(=O)=O)cc1Cl (centres undefined),0.3%
COc1cccc(Nc2ncccc2C(=O)O)c1,-0.8%

The list continues.
canonical_smiles,AmpC det inh
COc1ccc(Cl)cc1NC(=O)c1ocnc1C,-2.4%
C=C(C)[C@H]1[C@H]2OC(=O)[C@@H]1[C@]1(O)C[C@H]3O[C@]34C(=O)O[C@H]2[C@@]14C,-0.7%[12.8 µM]
CN(C)CC(O)COc1cc2ccccc2cc1C(=O)N1CCCCC1 (centres undefined),-2.6%
O=C(CSc1nncs1)N1c2ccccc2Sc2ccccc21,13.6%
O=C(c1cc(C2CC2)on1)N1CCOCC1,3.9%
O=C(O)CC(CNS(=O)(=O)c1ccccc1)c1ccccc1 (centres undefined),12.4%
O=c1c2c3c(sc2n(CCN2CCCC2)c(=O)n1Cc1ccco1)CCCCC3,1.7%
COc1ccc(-c2nnc3sc(-c4ccccn4)nn23)cc1,-3.2%
c1coc(Cn2c(SCc3nc4ccccc4[nH]3)nnc2-c2cnccn2)c1,-3.9%
O=C(c1ccco1)N1CCN(C(=O)c2ccc(COc3ccc(F)cc3)o2)CC1,9.8%
CC(=O)Nc1c(I)c(C(=O)N[C@H]2[C@@H](O)[C@H](O)[C@H](CO)O[C@@H]2O)c(I)c(N(C)C(C)=O)c1I,-0.6%[12.8 µM]
O=C(c1csnn1)N1CCC2(CC1)CN(Cc1cc(C(F)(F)F)cc(C(F)(F)F)c1)C2,-1.6%
CCN(CC)C(=O)CSc1nc(O)cc(=O)n1CC,-0.5%
Cc1cc(C)c2[nH]c(=O)c(CN(Cc3ccco3)C(=O)C3CCCO3)cc2c1 (centres undefined),-0.5%
Nc1nc(CSc2ccccn2)nc(Nc2ccccc2)n1,-4.3%
CCSc1sccc1C1C(C#N)=C(N)N(c2cccnc2)C2=C1C(=O)CC(C)(C)C2 (centres undefined),10.9%
CCOC(=O)NC(NC(=O)OCC)C(=O)c1ccc(F)cc1,19.2%
CC1(O)c2ccccc2C(=O)N1Cc1ccccc1 (centres undefined),2.4%
Nc1ncnc2c1nc(Br)n2[C@H]1O[C@H]2COP(=O)(O)O[C@H]2[C@@H]1O,-0.1%
CC1CCN(S(=O)(=O)c2ccc(NC(=O)CSc3nnnn3C)cc2)CC1,-0.2%
CC(=O)N(CC(=O)Nc1nn(-c2ccccc2)nc1C(N)=O)Cc1ccccc1,-2.0%
CS(=O)(=O)N1CCN(c2ncccn2)CC1,-4.1%
CCOC(=O)CNC(=O)CSc1nnc(Cn2c(=O)sc3ccccc32)n1-c1ccccc1C,-3.2%
CCc1nnc(NC(=O)C2CCCN(c3nc(C)cc(C)n3)C2)s1 (centres undefined),3.1%
Cc1onc(-c2ccccc2Cl)c1C(=O)NCCN1CCOCC1,12.7%
COc1ccc(NC(=O)N(CCC(C)C)C(C)c2ccccn2)c(OC)c1 (centres undefined),6.0%
CN1CC(=O)NC1=NC(=O)c1cc(F)c(F)cc1Cl,0.4%
Cc1ccc(N(C(C)C(=O)Nc2ccc(S(=O)(=O)N3CCOCC3)cc2)S(C)(=O)=O)cc1 (centres undefined),-0.5%
CCOC(=O)c1cccc(NC(=O)CSc2nnc(-c3ccoc3C)n2CCOC)c1,28.8%
COc1cccc(N2CC(C(=O)Nc3ccc(C(=O)OC(C)C)cc3)CC2=O)c1 (centres undefined),-1.6%
CN(c1ccc(C(=O)O)cc1)S(=O)(=O)c1ccc(Cl)cc1,-4.5%
COc1ccc(OC)c(NC(=O)C2CCCCC2C(=O)O)c1 (centres undefined),-4.6%

Molecules from the list above with bromine (2):
canonical_smiles,AmpC det inh
CC(C)N(C(=O)COc1ccc(Br)cc1Cl)C(C)C,6.7%
Nc1ncnc2c1nc(Br)n2[C@H]1O[C@H]2COP(=O)(O)O[C@H]2[C@@H]1O,-0.1%

The listing continues:
canonical_smiles,AmpC det inh
CCCCNC(=O)C1CCCN(S(=O)(=O)c2ccc(-n3cnnn3)cc2)C1 (centres undefined),10.1%
Cc1ccc(NS(=O)(=O)c2ccc(OCC(=O)NCc3ccco3)cc2)cc1,-8.6%
Cc1cc(=O)oc2c1c(C)nn2-c1nn[nH]n1,-5.1%
CCOc1ccc(OCC)c(NC(=O)C2CCCN(c3nc(C)cc(C)n3)C2)c1 (centres undefined),-0.5%
O=C(NCc1ccc2c(c1)OCO2)c1ccccn1,16.9%
Cc1ccc(S(=O)(=O)CCC(=O)OCC(=O)N2CC(=O)Nc3ccccc32)cc1,10.5%
C=CCNc1nc2c(c(=O)[nH]c(=O)n2C)n1Cc1cccc(C)c1,9.3%
CCOc1cccc(NC(=O)C2CC(=O)N(C)C2)c1 (centres undefined),-6.2%
CC(C)C[C@H]1C(=O)N2CCC[C@@H]2[C@]2(O)O[C@](NC(=O)[C@H]3C=C4c5cccc6[nH]c(Br)c(c56)C[C@H]4N(C)C3)(C(C)C)C(=O)N12,-2.4%[12.8 µM]
CC(=O)N(C[C@@H](C)C(=O)O)c1c(I)cc(I)c(N)c1I,-0.2%[12.8 µM]
COC(=O)c1sc(=S)sc1C(=O)OC,-4.2%
O=C1Nc2ccccc2C12OCCS2 (centres undefined),1.7%
O=C1c2ccccc2C(=O)c2c(NC3CCCCC3)ccc(Nc3ccc(S(=O)(=O)O)cc3)c21,-5.7%[5.75 µM]
Oc1ccc(Cn2c(-c3ccc(O)cc3)nc3ccccc32)cc1,-1.3%[5.75 µM]
CC(C)(c1ccc(O)cc1)c1ccc(O)cc1,4.0%&12.9%
COc1nc(NC23CC4CC(CC(C4)C2)C3)nc(OC)n1,4.2%
c1ccc2c(c1)oc1c(N3CCOCC3)ncnc12,-2.7%
COc1ccc(N2CCN(C(=O)C(OC(C)=O)c3ccccc3)CC2)cc1 (centres undefined),-1.8%
CC(C)[C@H](NC(=O)NCCc1ccc(Cl)cc1)C(=O)O,-3.0%
NCCCCCCNS(=O)(=O)c1ccc2c(Cl)cccc2c1,0.3%
CCOCC(=O)NC1CCSC1=O (centres undefined),1.2%
N#CCCn1cc(C(CC(=O)c2ccc(Br)cc2)C(=O)O)c2ccccc21 (centres undefined),10.4%
CCOc1ccc2nc(N3CCCC(C(=O)NCCCN4CCOCC4)C3)sc2c1 (centres undefined),5.0%
CC(SCC(=O)Nc1ccc(S(=O)(=O)N2CCCCC2)cc1)C(=O)O (centres undefined),11.4%
CCSc1nnc(-c2ccc(OC)cc2)o1,-2.5%
